hERG rescue: compounds protecting human hERG from proarrhythmic drug block; Q12809; CHO-hERG, FluxOR thallium flux, dofetilide IC70 present; activation (rescue from dofetilide block), less the hit threshold, % at 10 µM; 0.51% of 310,000 active; AID 1511;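 active = activation above the mean of controls blocked by dofetilide plus 5 SD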;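 also: thallium influx through hERG after potassium depolarization seen as dye fluorescence rise; in these data hits start at about 4.7%; inactives centre near -7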
RGS4 pot: RGS4 potentiation or activation | AID 463111 | HEK293 M3R/inducible RGS4, carbachol calcium flux Fluo4; active compounds read low | B-score at 10 µM | 0.92% of 310,000 active;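 active = B-score of the integrated calcium signal more than 4 SD below the library mean, with starting fluorescence not abnormally high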;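 also: negative B-score means reduced calcium response which marks RGS4 activation or potentiation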
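System – HEK293 FlpIn-TREx cells, stable M3R, doxycycline-inducible RGS4 · Reagent – ECmax carbachol challenge · Times – compound preincubation 20 min at room temperature before agonist · Technique – Fluo4 fluorescence kinetic imaging of calcium · Measure – B score of integrated Fluo4 ratio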
GSK3beta inhib: blocks human GSK3beta kinase activity. 0.038% of 300,000 active. GST-GSK3beta kinase, ADP-Glo luminescence, 60 min; active compounds read low. activity score (negative = inhibition), % at 10 µM. AID 2097;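 active = more than half of replicate wells score below -50%, meaning over 50% inhibition versus plate controls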;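 also: 0% = median DMSO wells and -100% = median GW8510 positive control wells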
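Test system – GST-tagged human GSK3beta kinase, cell-free · Incubation – 60 min enzyme reaction, room temperature · Signal – ADP-Glo luminescence · Also added – peptide substrate and ATP at 25 µM · Controls – DMSO neutral wells and GW8510 at 20 µM as positive · Buffer or medium – Tris/MgCl2 kinase buffer · Measure – Luminescence-derived activity versus plate DMSO and GW8510 wells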
KCNK9 block: inhibitors of human KCNK9 two-pore domain potassium channel. 1.2% of 310,000 active. B-score at 10 µM. Q9NPC2. HEK293 KCNK9, FluxOR thallium flux fluorescence; active compounds read low;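 active = ratio B-score over 3 SD below the library mean, with starting fluorescence within 5 SD of its mean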;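 also: negative B-score means less thallium flux so channel inhibition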
Target sequence (Q9NPC2 whole entry, looked up, the tested form may be a part): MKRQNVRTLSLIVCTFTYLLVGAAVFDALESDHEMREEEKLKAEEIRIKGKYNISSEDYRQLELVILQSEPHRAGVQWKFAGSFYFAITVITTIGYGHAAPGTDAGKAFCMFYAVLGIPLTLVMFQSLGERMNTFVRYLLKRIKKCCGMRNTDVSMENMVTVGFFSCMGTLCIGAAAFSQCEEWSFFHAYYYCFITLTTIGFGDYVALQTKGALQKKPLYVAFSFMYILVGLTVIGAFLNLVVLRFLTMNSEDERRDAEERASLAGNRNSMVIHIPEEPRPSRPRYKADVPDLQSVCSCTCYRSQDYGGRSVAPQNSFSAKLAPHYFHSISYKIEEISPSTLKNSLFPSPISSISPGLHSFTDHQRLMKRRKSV
DYRK1A inh: Dyrk1A (rat) kinase inhibition. inhibition, % at 12.5 µM. AID 504441. 0.43% of 310,000 active. Q63470. ADP-Glo luminescence, NFATc1 peptide; in the data active = inhibition above about 50%;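 also: plate controls were vehicle with enzyme for no effect and no enzyme for full effect; many of its hits are not listed in these tables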
KCNQ1 inh: human KCNQ1 channel inhibition; 1.3% of 310,000 active; AID 2642; P51787; CHO-K1 KCNQ1, FluxOR thallium flux fluorescence; active compounds read high; B-score at 10 µM;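 active = compounds whose thallium flux B-score, printed positive for inhibition, exceeds three library SD while starting fluorescence stays within three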;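 also: channel opened by potassium depolarization with thallium stimulus after 20 min compound exposure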
PolyA inh: yeast polyadenylation inhibition | S. cerevisiae SKY197-pL101 polyadenylation reporter, beta-gal luminescence; efflux-impaired pdr1/pdr3 knockout yeast; score 100 = 6 SD above DMSO | calls only at 12 µM | 0.02% of 300,000 active | AID 1875;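 active = lowest replicate activity score at least 50, where 100 means six control SD above control mean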;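 also: yeast exposed to compound for 9 h at 30 °C; higher score means more reporter readthrough which indicates perturbed polyadenylation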
GSK3 alpha inh: inhibitors of human GSK-3 alpha kinase; ADP-Glo luminescence, 60 min; inhibition, % at 10 µM; 0.1% of 320,000 active; AID 2650;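 in the data active = inhibition above about 50%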;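 also: GST-tagged GSK-3 alpha with peptide substrate and 25 µM ATP; 0% = DMSO neutral wells and 100% = GW8510 positive control wells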
Target sequence (P49840 whole entry, looked up): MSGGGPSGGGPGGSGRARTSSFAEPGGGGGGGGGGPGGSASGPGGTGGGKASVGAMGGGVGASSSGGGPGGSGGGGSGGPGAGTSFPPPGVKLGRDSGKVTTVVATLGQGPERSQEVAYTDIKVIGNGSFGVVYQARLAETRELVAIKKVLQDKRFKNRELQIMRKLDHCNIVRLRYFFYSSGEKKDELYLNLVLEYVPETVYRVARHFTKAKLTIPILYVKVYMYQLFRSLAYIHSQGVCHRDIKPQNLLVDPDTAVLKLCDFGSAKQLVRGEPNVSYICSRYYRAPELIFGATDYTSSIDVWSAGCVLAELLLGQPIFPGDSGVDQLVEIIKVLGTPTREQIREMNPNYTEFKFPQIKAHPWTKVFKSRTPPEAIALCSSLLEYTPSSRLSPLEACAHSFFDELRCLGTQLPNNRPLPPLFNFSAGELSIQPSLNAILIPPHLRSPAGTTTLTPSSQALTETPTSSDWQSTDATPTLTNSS
RGS4 block: human RGS4 inhibition; HEK293 M3R/RGS4 inducible, Fluo-4 calcium flux; active compounds read high; triggered by carbachol at its EC20; 0.45% of 310,000 active; P49798; AID 463165; B-score at 10 µM;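 active = B-score, a plate-corrected calcium signal, over three deviations above library mean, with baseline fluorescence within five deviations of library mean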;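 also: RGS4 expression induced by doxycycline in cells with stable M3 receptor; B-score is computed from the integrated fluorescence ratio over baseline after carbachol; higher B-score means a larger calcium signal and so more RGS4 inhibition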
Target sequence (P49798 whole entry, looked up): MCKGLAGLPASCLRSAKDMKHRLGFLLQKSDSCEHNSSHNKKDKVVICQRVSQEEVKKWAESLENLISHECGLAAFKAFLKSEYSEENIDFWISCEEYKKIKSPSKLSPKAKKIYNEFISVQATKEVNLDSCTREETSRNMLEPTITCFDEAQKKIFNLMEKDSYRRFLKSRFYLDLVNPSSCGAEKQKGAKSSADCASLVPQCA
KCNQ1 act: human KCNQ1 channel potentiation or activation. 0.35% of 310,000 active. B-score at 10 µM. CHO-K1 KCNQ1, thallium flux FluxOR fluorescence; active compounds read high. AID 2648. P51787;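 active = fluorescence ratio B-score, a plate-corrected score, at least three library SD, with initial intensity B-score within 5 SD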
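assay system = CHO-K1 cells stably expressing KCNQ1 | medium = assay buffer, equal DMSO in all wells | timing = 37 °C overnight plating, 90-min dark dye load, 20-min compound pretreatment | measured by = kinetic FluxOR thallium fluorescence, 10-s 1-Hz baseline, 110-s post-stimulus read | measure = fluorescence change relative to baseline, converted to B score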
KCNK3 block: human KCNK3 channel inhibition, primary screen | O14649 | CHO-KCNK3 thallium flux, FluxOR fluorescence; active compounds read low | B-score at 10 µM | 0.84% of 340,000 active | AID 602410;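 active = B-score under library mean minus 4 SD, starting fluorescence ratio at most library mean plus 5 SD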;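 also: more negative B-score means stronger inhibition of thallium flux through KCNK3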
* = called active by the depositor; i = inactive; · = not tested or not shown. Not all compounds are listed. The share of hits here may be higher or lower than overall.

no.	Compound	hERG rescue	RGS4 pot	GSK3beta inhib	KCNK9 block	DYRK1A inh	KCNQ1 inh	PolyA inh	GSK3 alpha inh	RGS4 block	KCNQ1 act	KCNK3 block
1	O=C(C1CCCN(Cc2ccc(Br)cc2)C1)N1CCCCC1 (configuration not stated)	-7	i	0	i	0	i	i	-3	i	i	i
2	O=C(CNC(=O)c1ccccc1)Oc1cccc(Cl)c1	-4	i	0	i	·	i	i	-2	i	i	i
3	Cc1sc2ncnc(Sc3ccccc3C(=O)O)c2c1C	-9	i	3	i	·	i	i	-2	i	i	i
4	CCNC(=O)Cc1ccc(NS(=O)(=O)c2ccc(F)cc2)cc1	-16	i	4	i	3	i	i	0	i	i	i
5	COc1ccc(Nc2nc(N)c([N+](=O)[O-])c(N3CCOCC3)n2)cc1	-30	i	2	i	·	i	i	34	i	i	i
6	Cc1cccc(C)c1NC(=O)C1CCCN1C(=O)OC(C)(C)C (configuration not stated)	-4	i	-3	i	-2	i	i	-1	i	i	i
7	Cc1csc(-c2cnn(-c3ccccc3)c2NC(=O)c2cccc(C(F)(F)F)c2)n1	-13	i	5	i	0	i	i	·	i	i	i
8	Cc1sc(NC(=S)NC(=O)c2ccco2)c(C#N)c1C	-10	i	0	i	5	i	i	-1	i	i	i
9	O=C(Nc1ccncc1)c1ccc2c(c1)S(=O)(=O)c1ccccc1C2=O	-9	i	-3	i	1	i	i	-2	i	i	i
10	CCOC(=O)c1c(C)c(-c2ccccc2)n(CC(=O)N2CCCC2)c1C	-15	i	-3	i	0	i	i	-3	i	i	i
11	Cc1ccc(Cl)cc1NC(=O)CSc1sc2c(O)cc(=O)[nH]c2c1C#N	1	i	-2	i	4	i	i	0	i	i	i
12	O=C(Cn1cnc2ccccc2c1=O)c1ccc2c(c1)OCCO2	-12	i	-5	i	7	i	i	3	i	i	i
13	Cc1nnc2ccc(-c3ccc(NC(=O)c4cccnc4Cl)cc3)nn12	-6	i	-2	i	2	i	i	-3	i	i	i
14	CCN(CC)C(=O)Cn1cc(C(=O)C(=O)NCc2ccccn2)c2ccccc21	-1	i	1	i	1	i	i	-9	i	i	i
15	N#CC1=C(N)C(C#N)(C#N)[C@H](c2ccoc2)[C@H]2CN(Cc3ccccc3)CC=C12	-30	i	3	-8.8*	10	i	i	4	i	i	i
16	Cc1cc(C)cc(N(CC(=O)Nc2ccccc2C(=O)N2CCOCC2)S(C)(=O)=O)c1	-5	i	-7	i	-5	i	i	-2	i	i	i
17	O=C(CCN1CCCCC1)Nc1ccccc1	-5	i	2	i	-1	i	i	0	i	i	i
18	CCCn1c(=O)c2c(c3ccccc31)OC(C)C(=O)N2 (configuration not stated)	-5	i	2	i	-1	i	i	-2	i	i	i
19	O=S(=O)(c1ccc(NC(=S)NCc2ccco2)cc1)N1CCCCC1	-9	i	-1	i	·	i	i	-1	i	i	i
20	Cc1c(N=Cc2ccccn2)c(=O)n(-c2ccccc2)n1C	2	i	3	i	-6	i	i	0	i	i	i
21	N#C/C(=C\c1ccc(N2CCCC2)c([N+](=O)[O-])c1)c1nc2ccccc2[nH]1	-9	i	1	i	-4	i	i	0	i	i	i
22	CCN(CC(=O)N1CCCCCC1)S(=O)(=O)c1ccc(Cl)cc1	-7	i	-1	i	-18	i	i	0	i	i	i
23	CCN1CCN(C(=O)C2CCN(c3nnc(C)c4c(C)n(-c5ccc(C)cc5)nc34)CC2)CC1	-1	i	2	i	·	i	i	2	i	i	i
24	O=C(COC(=O)c1nc(Cl)ccc1Cl)Nc1ccc2[nH]c(=O)[nH]c2c1	-11	i	3	i	-4	i	i	-3	i	i	i
25	CC(OC(=O)c1nc(Cl)ccc1Cl)C(=O)c1ccccc1 (configuration not stated)	-10	i	1	i	-1	i	i	0	i	i	i
26	C=CCOc1ccc(/C(O)=C2\C(=O)C(=O)N(CCN(C)C)C2c2cccs2)cc1 (configuration not stated)	-10	i	0	i	10	i	i	0	i	i	i
27	N#CC1=C2SCN(Cc3ccccc3)CN2C(=O)CC1c1ccccc1F (configuration not stated)	-5	i	-8	i	8	i	i	61*	i	i	i
28	Cc1ccccc1NC(=S)NC12CN3CN(CN(C3)C1)C2	-14	i	0	i	2	i	i	-2	i	i	i
29	CCOP(=O)(OCC)/C(=N/OC(=O)c1ccccc1C)C(N)=O	-8	i	2	i	-1	i	i	-2	i	i	i
30	CC(=O)c1ccc(OC(=O)/C=C/c2ccccc2)cc1	-9	i	2	i	3	i	i	-2	i	i	i
31	Cc1cc(-c2nc3ccccc3c(=O)o2)ccc1[N+](=O)[O-]	-4	i	-4	i	-5	i	i	6	i	i	i
32	CC(=O)Nc1nnc(SCC(=O)N2C(C)CCCC2C)s1 (configuration not stated)	-5	i	4	i	-5	i	i	-2	i	i	i
33	O=C(O)Cn1cccc1C(=O)c1ccccc1	-9	i	-3	i	-6	i	i	1	i	i	i
34	COc1ccc(C(CNC(=O)CNS(=O)(=O)c2ccc(NC(C)=O)cc2)N2CCOCC2)cc1 (configuration not stated)	-5	i	4	i	-8	i	i	-3	i	i	i
35	COc1ccc(OC)c(NC(=O)NNC(=O)COc2ccc(F)cc2F)c1	-6	i	-1	i	-2	i	i	2	i	i	i
36	COC(=O)c1sccc1NC(=O)Nc1ccc(C)c(C)c1	-11	i	-2	i	-5	i	·	·	i	i	i
37	COc1ccccc1NC(=S)NNC(=O)c1nn(C)cc1Cl	-4	i	-2	i	8	i	i	-1	i	i	i
38	COc1ccc(Cc2nnc(NC(=O)CS(=O)(=O)c3ccc(C)cc3)s2)cc1OC	-9	i	0	i	-1	i	i	0	i	i	i
39	Cc1cc(-c2sccc2C)nc(-n2cccc2)n1	-14	i	-4	i	0	i	i	1	i	i	i
40	O=C1N=C(N2CCCCC2)S/C1=C/C1=Cc2ccccc2OC1	-13	i	1	i	4	i	i	0	i	i	i
41	COCCN(C(=O)CSc1nc(-c2ccccc2)cn1N)c1c(N)n(Cc2ccccc2)c(=O)[nH]c1=O	-17	i	15	i	12	i	i	1	i	i	i
42	CCN(CC)C(=O)Cn1nc(-c2ccc(Cl)cc2)c2ccccc2c1=O	0	i	-1	i	-5	i	i	0	i	i	i
43	O=[N+]([O-])c1ccc(-c2nnc(CNC3CCCC3)o2)cc1	-2	i	0	i	-21	i	i	0	i	i	i
44	CCOc1ccc(CCNc2nc3c(c(=O)n(C)c(=O)n3C)n2CC)cc1OCC	-7	i	4	i	6	i	i	-3	i	i	i
45	CS(=O)(=O)N(CC(=O)NCc1ccncc1)c1ccc(F)c(Cl)c1	-10	i	-2	i	-1	i	i	2	i	i	i
46	COc1cc(C2C(C#N)=C(N)N(Nc3ccccc3)C3=C2C(=O)CC(C)(C)C3)ccc1OCc1ccccc1 (configuration not stated)	-10	i	-3	-7.3*	-5	i	i	17	i	i	i
47	COc1cccc(C(=O)NC(C)c2ccc(Br)cc2)c1 (configuration not stated)	-6	i	3	i	1	i	i	-2	i	i	i
48	COc1ccc(C2(CNC(=O)c3ccc(N)cc3)CCCC2)cc1	-7	i	-2	i	4	i	i	·	i	i	i
49	CCCOP(=O)(OCCC)C(Nc1ccc(C(=O)O)cc1)c1ccccc1 (configuration not stated)	-3	i	1	i	5	i	i	-1	i	i	i
50	CCC(=O)Nc1ccc(-c2csc(NNC(C)=O)n2)cc1	-11	i	2	i	-3	i	i	-1	i	i	i
51	O=C(Nc1ccccc1Oc1ccccc1)c1cc([N+](=O)[O-])ccc1Cl	-12	i	5	i	2	i	i	·	i	i	i
52	Cc1ccc(N2CC(C(=O)Nc3cccc(F)c3)CC2=O)cc1 (configuration not stated)	-10	i	-1	i	5	i	i	2	i	i	i
53	O=C(CN1CCc2ccccc2C1)Nc1ccccc1C(F)(F)F	-10	i	·	i	5	i	i	0	i	i	i
54	N#C/C(C(N)=O)=C1/SC(Cc2ccc(F)cc2)C(=O)N1c1ccccc1 (configuration not stated)	-11	i	-2	i	·	i	i	4	i	i	i
55	COc1ccc(C2NC(=O)C(=O)/C2=C(\O)c2ccc(Cl)cc2)cc1OC (configuration not stated)	-6	i	-3	i	-3	i	i	-1	i	i	i
56	COc1ccc(S(=O)(=O)Nc2ccc(C)cn2)cc1	-5	i	·	i	0	i	i	0	i	i	i
57	CSCCC(NC(=O)c1ccccc1)C(=O)NCc1ccc(S(N)(=O)=O)cc1 (configuration not stated)	-7	i	-3	i	2	i	i	-1	i	i	i
58	C=CCOc1cccc(/C=C/c2nc3ccccc3c(=O)[nH]2)c1	-8	i	0	i	2	i	i	-3	i	i	i
59	CN(C(=O)c1ccccc1F)C(c1ccccc1)c1ccccc1	-18	i	-2	i	7	i	i	-3	i	i	i
60	Cc1cc(Cl)ccc1C(=O)C1CCCN(C(=O)c2n[nH]c3c2CCCC3)C1 (configuration not stated)	-4	i	1	i	1	i	i	3	i	i	i

Following part
no.	Compound	hERG rescue	RGS4 pot	GSK3beta inhib	KCNK9 block	DYRK1A inh	KCNQ1 inh	PolyA inh	GSK3 alpha inh	RGS4 block	KCNQ1 act	KCNK3 block
61	CC1Cc2cc(/C(O)=C3/C(=O)C(=O)N(CCCn4ccnc4)C3c3ccc(F)cc3)ccc2O1 (configuration not stated)	-2	i	3	i	1	i	i	-2	i	i	i
62	FC(F)(F)c1cnc(NNC(=S)Nc2ccccc2Cl)c(Cl)c1	-10	i	0	i	5	i	i	-2	i	i	i
63	COc1cccc(NC(=O)Cc2nnc(SCC(=O)c3ccccc3)n2C)c1	-8	i	1	i	-12	i	i	·	i	i	i
64	CC(=O)Nc1cc(C(=O)O)ccc1S(=O)(=O)c1ccc(Cl)cc1	-7	i	-1	i	-2	i	i	-3	i	i	i
65	COc1ccc(NC(=S)NCCc2c[nH]c3ccccc23)cc1	-9	i	3	i	9	i	i	-2	i	i	i
66	Cc1cccc(NC(=S)NC(=O)c2ccco2)n1	-6	i	-5	i	1	i	i	-1	i	i	i
67	Cc1cc(C(=O)NNC(=O)c2ccc(C(F)(F)F)cc2)no1	-4	i	0	i	2	i	i	-1	i	i	i

Source: PubChem
